# CFTR F508del cor: CFTR F508del correction in bronchial cells. CFBE cells, YFP halide quenching; stimulated with forskolin plus potentiator P3; % fluorescence drop versus neutral controls. activity (quench increase), % at 7.58 µM. hit rate 0.36% among 350,000. AID 720511;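 active = mean added fluorescence quench of at least 8% versus neutral control, with both replicates also reaching 8%; inconclusive = only one of the mean or replicate conditions met; inactive = mean below 8% and not both replicates reaching 8%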;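 note: cells transiently co-express mutant CFTR-F508del with the halide-sensitive YFP; corrector assay measuring rescue of mutant channel to the surface after 24 h compound exposure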
# miR122 inh: blocks miR-122 activity in Huh7 sensor cells; hit rate 0.3% among 340,000; activation (reporter increase), % at 12.5 µM; Huh7 miR-122 Renilla luciferase sensor, 48 h; neutral wells = 0, positive control = 100;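 active = mean replicate activation score at least 90 and every replicate individually at or above 90; inconclusive = only one of the two criteria met; inactive = neither criterion met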;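 note: higher luciferase means less miR-122 activity so hits act as miR-122 inhibitors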
# CASP6 VEID inh: blocks human caspase-6 cleavage activity | AID 686996 | hit rate 0.53% among 350,000 | P55212 | purified caspase-6, Z-VEID-R110 cleavage fluorescence | inhibition, % at 12.5 µM;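 active = mean inhibition across replicates at least about 35%, with every replicate also reaching that limit, limit read from the data; inconclusive = only one of the two criteria met; inactive = neither criterion met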;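 note: 0% = median of neutral control wells and 100% = no fluorescence left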
# Target sequence (P55212 24-179 limits assumed): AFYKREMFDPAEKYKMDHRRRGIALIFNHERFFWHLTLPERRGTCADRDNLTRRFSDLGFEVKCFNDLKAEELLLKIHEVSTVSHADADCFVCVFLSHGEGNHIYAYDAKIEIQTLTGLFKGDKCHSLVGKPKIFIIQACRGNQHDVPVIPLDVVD
# Target sequence (P55212 194-293 limits assumed): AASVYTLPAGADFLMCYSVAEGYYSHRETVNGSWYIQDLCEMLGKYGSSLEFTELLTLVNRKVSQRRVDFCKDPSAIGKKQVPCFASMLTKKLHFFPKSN
# ERp5 block: inhibitors of human ERp5. ERp5 insulin aggregation, absorbance 650 nm, 90 min. inhibition, % at 9.99 µM. hit rate 0.05% among 350,000. AID 651711;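 active = mean replicate inhibition above about 25%, with every replicate also reaching it, limit read from the data, passing the limit was not always enough; inconclusive = only one of those two criteria met; inactive = neither criterion met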
# Target sequence (Q15084 whole entry, looked up): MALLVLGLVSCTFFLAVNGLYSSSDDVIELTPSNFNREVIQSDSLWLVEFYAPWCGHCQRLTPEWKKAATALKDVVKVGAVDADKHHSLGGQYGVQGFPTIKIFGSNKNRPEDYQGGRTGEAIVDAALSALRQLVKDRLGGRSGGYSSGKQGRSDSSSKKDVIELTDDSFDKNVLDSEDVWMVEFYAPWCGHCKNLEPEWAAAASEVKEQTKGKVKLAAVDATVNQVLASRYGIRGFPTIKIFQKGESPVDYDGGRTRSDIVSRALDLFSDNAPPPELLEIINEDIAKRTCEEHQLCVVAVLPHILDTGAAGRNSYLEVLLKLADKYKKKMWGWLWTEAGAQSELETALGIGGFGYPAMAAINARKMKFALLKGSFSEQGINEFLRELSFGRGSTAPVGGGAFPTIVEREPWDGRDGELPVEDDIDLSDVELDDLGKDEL
# SIRT5 inh: sirtuin-5 (human) deacylase inhibition | Q9NXA8 | Purified SirT5, succinyl-peptide AMC, trypsin-coupled fluorescence | inhibition, % at 15 µM | hit rate 1.1% among 330,000; in the data active = inhibition above about 15%; inconclusive = no clear call, values can overlap the other calls
# Target sequence (Q9NXA8 whole entry, looked up): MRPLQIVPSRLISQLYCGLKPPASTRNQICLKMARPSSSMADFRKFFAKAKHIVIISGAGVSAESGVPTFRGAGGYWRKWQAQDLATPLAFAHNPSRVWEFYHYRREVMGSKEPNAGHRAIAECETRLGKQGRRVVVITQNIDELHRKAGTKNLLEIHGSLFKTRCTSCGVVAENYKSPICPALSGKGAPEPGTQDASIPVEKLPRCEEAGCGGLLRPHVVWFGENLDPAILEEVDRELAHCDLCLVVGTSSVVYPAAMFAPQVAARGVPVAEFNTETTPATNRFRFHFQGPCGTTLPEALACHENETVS
# DENV2 CPE: DENV2-induced cell death inhibition; DENV2-infected cells, cytopathic effect rescue, plate reader; CPE inhibition, % at 9.99 µM; hit rate 1.7% among 350,000; AID 651640; in the data active = CPE inhibition above about 20%, passing the limit was not always enough; inconclusive = no clear call, values can overlap the other calls; tested in BHK-21 cells;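 note: 0% = median of neutral control wells and 100% = median of positive control wells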
# ERAP1 HTS inh: blocks human ERAP1 aminopeptidase activity; inhibition, % at 10.7 µM; recombinant ERAP1, Leu-AMC fluorescence, 60 min; hit rate 0.15% among 340,000; Q9NZ08;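 active = mean replicate inhibition of at least 30%, or all replicates individually reaching that 30% level; inactive = mean below 30% and not every replicate reaching it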;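 note: 0% = neutral control wells and 100% = L-leucinethiol positive control wells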
# * marks the source's active call; other numbers are inactive results; ? = inconclusive; . = no result given; [ ] = remark or other dose.
# Start of the data: the first 2 compounds (preview)
1) CC(=O)N1CCCCN2[C@H](C1)[C@H](c1ccc(-c3ccc(F)cc3)cc1)[C@@H]2CO
2) CC1CCN(C(=O)COc2coc(CN3CCc4ccccc43)cc2=O)CC1
assay / compound,1,2
CFTR F508del cor,4.0,1.5
miR122 inh,-8[16.7 µM],.
CASP6 VEID inh,-1,2
ERp5 block,13,11
SIRT5 inh,7,-5
DENV2 CPE,-1,5
ERAP1 HTS inh,3,-9

# The listing, from the first entry:
1) CC(=O)N1CCCCN2[C@H](C1)[C@H](c1ccc(-c3ccc(F)cc3)cc1)[C@@H]2CO
2) CC1CCN(C(=O)COc2coc(CN3CCc4ccccc43)cc2=O)CC1
3) COc1ccc(NC(=O)Nc2ccc3c(c2)CC(=O)N([C@@H](C)CO)C[C@H](C)[C@H](CN(C)C(=O)Nc2ccccc2)O3)cc1
4) CCNC(=O)C[C@@H]1CC[C@H](NS(=O)(=O)c2ccc(F)cc2)[C@H](CO)O1
5) COC(=O)CCN(Cc1ccc(OC)cc1OC)S(=O)(=O)c1ccccc1Br
6) CNC[C@H]1OCCCC[C@@H](C)Oc2ccc(NC(=O)NC3CCCCC3)cc2C(=O)N([C@H](C)CO)C[C@H]1C
assay / compound,1,2,3,4,5,6
CFTR F508del cor,4.0,1.5,1.7,0.3,0.3,-0.7
miR122 inh,-8[16.7 µM],.,-3[16.7 µM],.,.,-5[16.7 µM]
CASP6 VEID inh,-1,2,4,-1,1,1
ERp5 block,13,11,0,-2,3,1
SIRT5 inh,7,-5,-2,-2,0,-1
DENV2 CPE,-1,5,?,1,1,?
ERAP1 HTS inh,3,-9,-3,-5,1,-2

7) CCNC(=O)C[C@@H]1CC[C@@H]2[C@H](COC[C@@H](O)CN2Cc2ccncc2)O1
8) Cc1ccc(/C=C/C(=O)c2ccc(N3CCOCC3)cc2)s1
9) COc1ccc(NC(=O)Nc2ccc3c(c2)C(=O)N([C@@H](C)CO)C[C@@H](C)[C@H](CN(C)Cc2ccc(C(F)(F)F)cc2)O3)cc1
10) Cc1cc(C)n2nc(C(F)(F)F)c(-c3ccccc3)c2n1
11) O=C(Nc1ccccc1)C1CCCN1C(=O)Nc1ccccc1[N+](=O)[O-] (stereo not drawn)
12) COc1ccc(NC(=O)COC(=O)c2ccc(OCc3ccc(Cl)cc3Cl)c(OC)c2)c(OC)c1
assay / compound,7,8,9,10,11,12
CFTR F508del cor,1.2,0.5,3.5,3.3,3.3,.
miR122 inh,-1[16.7 µM],6,4[16.7 µM],.,.,.
CASP6 VEID inh,0,-1,0,-1,-4,5
ERp5 block,-3,?,2,-1,1,2
SIRT5 inh,-3,.,.,-4,-1,3
DENV2 CPE,0,1,-12,?,.,4
ERAP1 HTS inh,0,11,1,-2,-4,1

# Single records, from the list above. Order of values: CFTR F508del cor | miR122 inh | CASP6 VEID inh | ERp5 block | SIRT5 inh | DENV2 CPE | ERAP1 HTS inh
# Entry for `CCNC(=O)C[C@@H]1CC[C@@H]2[C@H](COC[C@@H](O)CN2Cc2ccncc2)O1` = 1.2 | -1[16.7 µM] | 0 | -3 | -3 | 0 | 0
# Entry for `Cc1ccc(/C=C/C(=O)c2ccc(N3CCOCC3)cc2)s1` = 0.5 | 6 | -1 | ? | . | 1 | 11
# Entry for `Cc1cc(C)n2nc(C(F)(F)F)c(-c3ccccc3)c2n1` = 3.3 | . | -1 | -1 | -4 | ? | -2
# Entry for `COc1ccc(NC(=O)COC(=O)c2ccc(OCc3ccc(Cl)cc3Cl)c(OC)c2)c(OC)c1` = . | . | 5 | 2 | 3 | 4 | 1
# Entry for `O=C(Nc1ccccc1)C1CCCN1C(=O)Nc1ccccc1[N+](=O)[O-]` (stereo not drawn) = 3.3 | . | -4 | 1 | -1 | . | -4

# Next section:
13) CCc1nc2ccc(C(=O)N3CCNC(=O)C3)cn2c1N(C)CCC(C)C
14) C[C@@H]1CN([C@H](C)CO)C(=O)c2cccc(NC(=O)C3CCOCC3)c2O[C@H]1CN(C)C(=O)Nc1ccccc1
15) Cc1nn(C)cc1S(=O)(=O)Nc1ccc2c(c1)OCCO2
16) Cc1ccc(CNC(=O)C(=O)NCC2OCCN2C(=O)c2cccs2)cc1 (stereo not drawn)
17) CCC(=O)N1[C@H](C#N)[C@H](c2ccccc2-c2ccccc2)[C@H]1CO
18) O=C(COC(=O)/C=C/c1cccc(C(F)(F)F)c1)NC(=O)NCc1ccccc1
assay / compound,13,14,15,16,17,18
CFTR F508del cor,0.6,0.6,-2.4,3.6,-1.0,0.6
miR122 inh,-1,5[16.7 µM],.,0,.,0
CASP6 VEID inh,-2,2,-2,-3,3,1
ERp5 block,3,-3,3,3,-5,4
SIRT5 inh,1,-9,11,-7,7,-2
DENV2 CPE,-5,1,4,-10,10,5
ERAP1 HTS inh,-8,1,0,3,-8,-2

19) Cc1ccsc1C(=O)N1CCC1(C)C(=O)Nc1ccc2c(c1)OCCO2 (stereo not drawn)
20) CN(N=Cc1ccc([N+](=O)[O-])cc1)c1ccccn1
21) CC(C)CC(C(=O)OCC(=O)Nc1cccc(Cl)c1)N1C(=O)C2CC=CCC2C1=O (stereo not drawn)
22) CCc1nc2ccc(C(=O)NC3CCN(Cc4ccccc4)CC3)cn2c1N(CC)CCOC
23) CCc1ccc(C=C2SC(=S)N(CCCC(=O)Nc3ccc(C(=O)O)cc3)C2=O)cc1
24) CCCCn1c(N)c(N(Cc2ccccc2OC)C(=O)c2c(CC)noc2C)c(=O)[nH]c1=O
assay / compound,19,20,21,22,23,24
CFTR F508del cor,-0.5,-3.5,4.0,0.2,3.6,2.0
miR122 inh,0,-7,.,-6,-5,5
CASP6 VEID inh,-1,-4,2,-10,4,1
ERp5 block,-3,14,-4,-7,4,4
SIRT5 inh,2,3,-3,-1,2,-8
DENV2 CPE,?,-3,3,14,-5,1
ERAP1 HTS inh,-3,1,1,-4,-2,4

25) N=C1SC(CC(=O)Nc2ccc([N+](=O)[O-])cc2)C(=O)N1c1ccccc1 (stereo not drawn)
26) Cc1ccc(SCC(=O)OCC(=O)N(CCC#N)c2ccccc2)cc1C
27) COC(=O)c1ccccc1S(=O)(=O)N1CCC(C(=O)Nc2ccc(N3CCOCC3)cc2)CC1
28) O=C(NCc1ccco1)c1nn2c(C(F)(F)F)cc(-c3cccs3)nc2c1Cl
29) C[C@H]1CN([C@@H](C)CO)C(=O)c2cccc(NC(=O)C3CC3)c2O[C@@H]1CN(C)CC1CC1
30) C=CCn1c(SCc2ccc(Cl)cc2)nc2cc(C(=O)N3CCC(C(N)=O)CC3)ccc2c1=O
assay / compound,25,26,27,28,29,30
CFTR F508del cor,0.7,-2.8,4.8,-4.5,1.6,1.2
miR122 inh,-4,-14,4,-2,17[16.7 µM],9
CASP6 VEID inh,10,4,-1,-1,-3,-4
ERp5 block,-1,-4,8,8,2,-2
SIRT5 inh,.,-7,1,0,-4,1
DENV2 CPE,-2,2,-1,-1,-1,-13
ERAP1 HTS inh,-1,4,-1,13,0,4

# From no. 25 up to 27, copied from above:
25) N=C1SC(CC(=O)Nc2ccc([N+](=O)[O-])cc2)C(=O)N1c1ccccc1 (stereo not drawn)
26) Cc1ccc(SCC(=O)OCC(=O)N(CCC#N)c2ccccc2)cc1C
27) COC(=O)c1ccccc1S(=O)(=O)N1CCC(C(=O)Nc2ccc(N3CCOCC3)cc2)CC1
assay / compound,25,26,27
CFTR F508del cor,0.7,-2.8,4.8
miR122 inh,-4,-14,4
CASP6 VEID inh,10,4,-1
ERp5 block,-1,-4,8
SIRT5 inh,.,-7,1
DENV2 CPE,-2,2,-1
ERAP1 HTS inh,-1,4,-1

# Other compounds
31) CO[C@H]1CN(C)C(=O)c2ccc(NC(=O)C3CC3)cc2OC[C@H](C)N(CC2CCOCC2)C[C@@H]1C
32) CN(Cc1ccno1)C(=O)CC1C(=O)NCCN1CC(c1ccccc1)c1ccccc1 (stereo not drawn)
33) O=C(NCCN1CCOCC1)c1ccc2c(c1)N(Cc1ccccc1)CCS2
34) C[C@@H]1CN([C@H](C)CO)C(=O)c2ccccc2-c2ccccc2CO[C@@H]1CN(C)C(=O)Nc1cccc(C(F)(F)F)c1
35) CCSc1nnc(NC(=O)C2Cc3ccccc3CN2S(=O)(=O)CC)s1 (stereo not drawn)
36) CC1=Nc2ccccc2/C1=C/c1sc(=S)n(-c2cccc(C(=O)O)c2)c1O
assay / compound,31,32,33,34,35,36
CFTR F508del cor,1.2,-1.8,5.7,-1.4,2.0,2.0
miR122 inh,.,6,6,.,.,.
CASP6 VEID inh,2,1,1,-2,7,6
ERp5 block,.,0,2,-1,?,-2
SIRT5 inh,0,6,.,2,2,17*
DENV2 CPE,-13,7,0,-1,-6,-1
ERAP1 HTS inh,3,8,-9,-2,0,19

37) O=C(Nc1ccc2c(c1)OCCO2)C(c1ccccc1F)n1c(=O)c(-c2ccco2)nc2ccccc21 (stereo not drawn)
38) C[C@H]1CN([C@@H](C)CO)C(=O)c2cccc(NS(=O)(=O)c3ccc(F)cc3)c2O[C@H]1CN(C)C(=O)Nc1ccc(F)cc1
39) COc1ccc(Cn2c(=O)oc3ccccc32)cc1OC
40) Cc1cc(N2CCOCC2)nc2ccc(NC(=S)NCc3ccc4c(c3)OCO4)cc12
41) COc1cc(C(=O)Nc2nnc(Cc3ccccc3)s2)cc(OC)c1OC
42) COc1ccc(NC(=O)Nc2ccc3c(c2)C(=O)N([C@@H](C)CO)C[C@H](C)[C@@H](CN(C)Cc2ccc(C(F)(F)F)cc2)OCCCC[C@@H](C)O3)cc1
assay / compound,37,38,39,40,41,42
CFTR F508del cor,-5.2,-0.7,-3.4,.,2.3,-4.1
miR122 inh,.,1[16.7 µM],-3,19,2,0[16.7 µM]
CASP6 VEID inh,0,.,-2,28,2,2
ERp5 block,14,-5,-2,-3,2,0
SIRT5 inh,-2,-5,-6,-2,7,3
DENV2 CPE,-4,2,4,?,7,-13
ERAP1 HTS inh,-4,-3,1,11,-1,-1

43) C[C@H]1CN([C@@H](C)CO)C(=O)c2cc(/C=C/c3ccccc3)cnc2O[C@@H]1CN(C)C(=O)NC1CCCCC1
44) Cc1cc(SC2CCOC2=O)nc2ccccc12 (stereo not drawn)
45) CCCNC(=O)N1CC2(CN(C(=O)C3CC3)C2)c2c([nH]c3cc(OC)ccc23)[C@H]1CO
46) COc1cc(/C=N/N=C(\N)c2nonc2N)cc(OC)c1OC
47) CN1CCN(C(=O)C[C@H]2C[C@H]3c4cc(NC(=O)c5ccc6c(c5)OCO6)ccc4O[C@H]3[C@@H](CO)O2)CC1
48) C[C@H]1CN([C@@H](C)CO)C(=O)c2cccc(NC(=O)C3CCOCC3)c2O[C@H]1CN(C)S(=O)(=O)c1ccc(F)cc1
49) Cc1cccc(NC(=O)C2CCCN(C(=O)Nc3ccc(F)cc3)C2)c1C (stereo not drawn)
50) O=C(C1CCCC1)N1[C@@H]2CN(S(=O)(=O)c3ccc(F)cc3)c3ccccc3[C@@H]2[C@@H]1CO
assay / compound,43,44,45,46,47,48,49,50
CFTR F508del cor,1.1,1.0,-2.8,.,-2.7,1.1,-0.7,1.3
miR122 inh,7[16.7 µM],.,.,3,3[16.7 µM],1[16.7 µM],0,0[16.7 µM]
CASP6 VEID inh,-4,7,-1,-5,0,1,2,2
ERp5 block,4,-2,3,3,2,4,4,4
SIRT5 inh,-3,-2,-1,2,1,-1,-3,5
DENV2 CPE,2,-3,4,-6,1,16,-1,-8
ERAP1 HTS inh,0,1,-1,5,-2,-3,-1,-1

# High-throughput results as filed in PubChem BioAssay.
